Screening data from PubChem.
Lamin A splicing – qHTS Assay for Modulators of Lamin A Splicing | HeLa LMNA splicing GFP/RFP minigene ratio, 48 h | 200,000 tested, 0.01% active | AID 1487, 2009 | Potency, µM (series often up to 46.1 µM), for inactives: at the highest dose ratio change, negative = inhibition, most hits filed as inhibitors; active = well fitted inhibition curve with a large enough effect in the signal ratio, with a control signal flat, not every such curve was filed as active; inconclusive = small, poorly fitted or top-dose-only effect, or effect the other way, or a change in a side signal; the % refers to the signal ratio; also: potency is read from the fitted curve at half-maximal effect; % is scaled to controls: 0 for no effect and ±100 for the full control effect
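S3 HeLa stable clones carrying a lamin A-EGFP splicing minigene plus DsRed2 were seeded at 600 cells/well in Opti-MEM with 2% FBS, pin-dosed and incubated 48 h at 37°C. Acumen cytometry (488 nm) gave the GFP/RFP total-intensity ratio.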
NPSR antagonist – qHTS Assay for Antagonists of the Neuropeptide S Receptor: cAMP Signal Transduction. CHO-NPSR cells, cAMP TR-FRET, antagonist mode. Potency, µM (titrated, usually from 38.3 µM), inactives show at the top dose activity change, negative = inhibition, most hits filed as inhibitors. 220,000 tested, 1% active; also: potency is read from the fitted curve at half-maximal effect; % is scaled to controls: 0 for no effect and ±100 for the full control effect; nearly all actives have a fitted effect of over 50% in size; many of its hits are not listed in these tables
Target sequence (Q6W5P4 whole entry, looked up): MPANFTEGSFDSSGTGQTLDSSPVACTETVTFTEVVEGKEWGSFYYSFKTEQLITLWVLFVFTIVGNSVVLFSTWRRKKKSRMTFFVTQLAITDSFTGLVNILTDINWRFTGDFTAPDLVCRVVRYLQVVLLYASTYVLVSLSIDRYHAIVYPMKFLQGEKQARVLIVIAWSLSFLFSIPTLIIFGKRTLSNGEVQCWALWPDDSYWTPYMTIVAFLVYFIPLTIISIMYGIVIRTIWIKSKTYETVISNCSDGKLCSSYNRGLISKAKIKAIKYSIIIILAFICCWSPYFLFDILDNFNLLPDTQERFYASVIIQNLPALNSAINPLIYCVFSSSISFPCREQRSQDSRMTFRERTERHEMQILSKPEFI
CBFb-RUNX1 inh – qHTS Assay for Compounds Blocking the Interaction Between CBF-beta and RUNX1 for the Treatment of Acute Myeloid Leukemia; Potency, µM (titrated, usually from 59.8 µM), for inactives: at the top dose activity, negative = inhibition, hits mostly inhibitors; Runt-related transcription factor 1 (Homo sapiens) + Core-binding factor subunit beta …; 230,000 tested, under 10 active; AlphaScreen CBFb-His/RUNX1-biotin binding, biochemical; also: % of control where 0% means no effect
Target sequence (Q01196 whole entry, looked up): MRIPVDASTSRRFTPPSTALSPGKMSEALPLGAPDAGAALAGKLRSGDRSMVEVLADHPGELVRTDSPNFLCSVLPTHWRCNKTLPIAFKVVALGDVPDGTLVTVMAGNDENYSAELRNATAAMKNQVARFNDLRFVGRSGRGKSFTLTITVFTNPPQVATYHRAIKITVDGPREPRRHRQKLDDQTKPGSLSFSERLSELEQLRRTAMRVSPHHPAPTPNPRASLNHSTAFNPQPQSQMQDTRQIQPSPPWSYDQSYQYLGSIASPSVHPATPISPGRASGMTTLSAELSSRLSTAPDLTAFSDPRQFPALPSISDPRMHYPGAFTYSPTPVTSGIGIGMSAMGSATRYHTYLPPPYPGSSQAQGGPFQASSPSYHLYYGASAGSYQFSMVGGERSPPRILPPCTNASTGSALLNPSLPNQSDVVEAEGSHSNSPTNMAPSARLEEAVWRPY
Target sequence (Q13951 whole entry, looked up): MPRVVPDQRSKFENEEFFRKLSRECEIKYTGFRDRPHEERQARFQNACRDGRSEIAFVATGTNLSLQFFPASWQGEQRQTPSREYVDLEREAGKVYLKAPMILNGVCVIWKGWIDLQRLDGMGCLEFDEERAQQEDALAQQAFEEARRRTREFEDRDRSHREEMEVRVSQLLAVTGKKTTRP
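Bead-based AlphaScreen assay; binding partners His-tagged CBF-beta and biotinylated RUNX1 at 30 nM each. Compound exposure 15 min after a 20-min protein preincubation; bead step 90 min; all steps at room temperature.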
HTT aggregate – qHTS Multiplex Assay to Identify Dual Action Probes in a Cell Model of Huntington: Aggregate Formation (GFP) | PC12 HttQ103-GFP aggregates, Acumen cytometry, 40 h | 220,000 tested, 1.1% active | Potency, µM (series often up to 46.1 µM), for inactives: at the top dose activity change, negative = inhibition, usual class: inhibitors | AID 1688, 2009; also: potency is read from the fitted curve at half-maximal effect; % is scaled to controls: 0 for no effect and ±100 for the full control effect; nearly all actives have a fitted effect of over 60% in size
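PC12 cells stably carrying ecdysone-inducible HTT exon 1 Q103–GFP were induced with tebufenozide (100 nM final) and treated with library compounds in titration. GFP aggregates in lysates were counted by laser scanning cytometry.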
Epigenetic derep – Quantitative High-Throughput Screen for Regulators of Epigenetic Control; murine LDR cells, GFP reporter derepression, 30 h; Potency, µM (doses to about 53.9 µM), for inactives: at the highest dose GFP activation, hits mostly activators; 280,000 tested, 0.2% active; AID 1865, 2009; also: potency is read from the fitted curve at half-maximal effect; % of control where 0% means no effect; nearly all actives have a fitted effect of over 60% in size
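GFP-positive cell count by laser-scanning cytometry (objects 20–120 um) after 30 h, 37 C compound exposure of murine LDR cells; reporter is CMV-GFP integrated at a silenced locus, inducible by HDAC or DNMT inhibitors.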
KinaseGlo FLuc – Counterscreen for Luciferase (Kinase-Glo TM) Inhibition; Kinase-Glo luciferase, ATP luminescence, 8 min; Potency, µM (doses to about 38.3 µM), without a hit: at the highest dose activity change, negative = inhibition, most hits filed as inhibitors; 200,000 tested, 0.28% active; AID 1379, 2008; also: potency is read from the fitted curve at half-maximal effect; % is scaled to controls: 0 for no effect and ±100 for the full control effect; nearly all actives have a fitted effect of over 60% in size
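Compounds were added to a substrate mix at pH 7.2 (50 mM imidazole, 10 uM ATP, within the enzyme's linear range), followed by Kinase-Glo detection reagent; luminescence was measured after 8 minutes at ambient temperature.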
IMPase Li inh – qHTS Assay for Identifying the Cell-Membrane Permeable IMPase Inhibitors: Potentiation with Lithium; 210,000 tested, 0.35% active; CHO-M1 cells, IP1 TR-FRET (IP-One), carbachol + lithium; Potency, µM (doses to about 59.4 µM), for inactives: at the highest dose activity, negative = IMPase inhibition, hits mostly inhibitors;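 also: IP1 builds up when IMPase is blocked and the TR-FRET signal falls; potency is read from the fitted curve at half-maximal effect; plate controls were basal vehicle for no effect and high inhibitor control for full effect; nearly all actives have a fitted effect of over 50% in size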
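CHO-M1, 2000 cells/well, 16–30 h culture; cpd + low Li+, 30 min 37C; lysis with d2-IP1/Eu-anti-IP1 Ab, 10 min RT; TR-FRET 665/620 ratio and 620 channel; AC50 via Hill.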
Starred values were filed as active, the others as inactive; ? = inconclusive; . = not tested or not shown; [ ] = another dose, or the depositor's remark. Unless noted, calls follow the shape of the dose curve; as a rule, active = well fitted curve in the direction sought with a large enough effect; inconclusive = small, poorly fitted or top-dose-only effect, or another doubt; inactive = no such curve, though single readings can be large; an effect the other way counts as inactive or inconclusive. Only part of the results is shown, so the mix of outcomes need not match the whole.

A first look:
SMILES	Lamin A splicing	NPSR antagonist	CBFb-RUNX1 inh	HTT aggregate	Epigenetic derep	KinaseGlo FLuc	IMPase Li inh
C/C=C/C(=O)OCC(=O)Nc1cc([N+](=O)[O-])ccc1Cl	-1%	2%	4%	5%	2.4%	0%	8%
Cc1ccccc1C(=O)Nc1nncs1	-6%	8%[46.1 µM]	1%	-1%	0.1%	21%	8%[38.3 µM]
Cc1cc(C)cc(NC(=O)Cn2c(-c3ccccc3Cl)nc3ccccc32)c1	-8%	-7%	-1%	4%	8.4%	0%	2%
COCCNC(=S)N/N=C/c1ccc([N+](=O)[O-])cc1	.	5%[7.67 µM]	2%	11%[9.22 µM]	1.1%	.	.
Cn1c(=O)c2c(n(Cc3ccccc3)c1=O)NC(=O)C2CC(=O)N1CCc2ccccc2C1 (configuration not stated)	-2%	-18%[46.1 µM]	-3%	11%	-2.5%	-2%	1%[38.3 µM]
Cc1ccc2nc(NC(=O)C3CCN(S(=O)(=O)c4cccc5nsnc45)CC3)sc2c1	?	-12%[46.1 µM]	-2%	-31%	0.0%	3%	18%
COC(=O)C1=C(C)NC(C)=C(C(=O)OC)C1c1ccc(NC(C)=O)cc1	-17%	0%[46.1 µM]	1%	3.2µM*	-2.1%	0%	26%[38.3 µM]
Cc1ccc(-c2c(C#N)c(N)nc3c2CCCC3)o1	.	-27%	11%	-7%	7.9%	1%	3%
NC(=O)C(=O)N/N=C/c1c(F)c(F)c(F)c(F)c1F	-6%[9.22 µM]	10%	8%	5%	1.1%	-4%	-16%
COc1cccc(/C=C/C(=C2/C(=O)N(c3ccccc3)N=C2C)c2ccc(C)cc2)c1OC	-5%	-5%	-15%	20%	0.0%	-3%	-7%

The list itself, from the first entry:
SMILES	Lamin A splicing	NPSR antagonist	CBFb-RUNX1 inh	HTT aggregate	Epigenetic derep	KinaseGlo FLuc	IMPase Li inh
C/C=C/C(=O)OCC(=O)Nc1cc([N+](=O)[O-])ccc1Cl	-1%	2%	4%	5%	2.4%	0%	8%
Cc1ccccc1C(=O)Nc1nncs1	-6%	8%[46.1 µM]	1%	-1%	0.1%	21%	8%[38.3 µM]
Cc1cc(C)cc(NC(=O)Cn2c(-c3ccccc3Cl)nc3ccccc32)c1	-8%	-7%	-1%	4%	8.4%	0%	2%
COCCNC(=S)N/N=C/c1ccc([N+](=O)[O-])cc1	.	5%[7.67 µM]	2%	11%[9.22 µM]	1.1%	.	.
Cn1c(=O)c2c(n(Cc3ccccc3)c1=O)NC(=O)C2CC(=O)N1CCc2ccccc2C1 (configuration not stated)	-2%	-18%[46.1 µM]	-3%	11%	-2.5%	-2%	1%[38.3 µM]
Cc1ccc2nc(NC(=O)C3CCN(S(=O)(=O)c4cccc5nsnc45)CC3)sc2c1	?	-12%[46.1 µM]	-2%	-31%	0.0%	3%	18%
COC(=O)C1=C(C)NC(C)=C(C(=O)OC)C1c1ccc(NC(C)=O)cc1	-17%	0%[46.1 µM]	1%	3.2µM*	-2.1%	0%	26%[38.3 µM]
Cc1ccc(-c2c(C#N)c(N)nc3c2CCCC3)o1	.	-27%	11%	-7%	7.9%	1%	3%
NC(=O)C(=O)N/N=C/c1c(F)c(F)c(F)c(F)c1F	-6%[9.22 µM]	10%	8%	5%	1.1%	-4%	-16%
COc1cccc(/C=C/C(=C2/C(=O)N(c3ccccc3)N=C2C)c2ccc(C)cc2)c1OC	-5%	-5%	-15%	20%	0.0%	-3%	-7%
CCOC(=O)c1c(C)[nH]c(C(=O)COC(=O)C2CC(=O)N(Cc3ccccc3)C2)c1C (configuration not stated)	?	-17%[46.1 µM]	2%	0%	-2.8%	0%	3%[38.3 µM]
CCO[C@H]1OC(C(=O)Nc2ccccc2)=C[C@@H](c2ccc(Br)cc2)[C@@H]1CCCO	.	?	8%	21%[9.22 µM]	0.2%	.	7%
O=C(Nc1ncnc2c1ncn2C1OC(COC(=O)c2ccccc2)C(F)C1O)c1ccccc1 (configuration not stated)	9%	3%[46.1 µM]	2%	7%	0.8%	-2%	3%[38.3 µM]
Cc1cccc(C)c1NC(=O)C1(NC(=O)Cn2cccc([N+](=O)[O-])c2=O)CCCCC1	-15%	16%	0%	-2%	-0.9%	-1%	-6%
Cc1ccc(/C=N/NC(=O)c2csc(C)c2)o1	2%	-19%	-2%	19%	-0.1%	1%	12%
NC(=O)c1cc2nc(-c3ccco3)cc(C(F)(F)F)n2n1	-11%	-3%	-3%	16%	0.0%	2%	2%
O=C(CCCc1nc2ccccc2s1)N1CCN(S(=O)(=O)c2cccs2)CC1	?	-6%[46.1 µM]	2%	-1%	-1.0%	-7%	15%[38.3 µM]
COc1ccccc1-n1nnnc1SCC(=O)Nc1cc(C)on1	-2%	-2%[46.1 µM]	1%	-7%	1.1%	7%	20%[38.3 µM]
COc1cccc(NC(=S)NN2C(C)CCCC2C)c1 (configuration not stated)	-6%	-6%[46.1 µM]	-3%	?	0.0%	0%	-5%
O=C(CSc1nnc(Cc2cc(=O)[nH]c(=O)[nH]2)n1-c1ccccc1)NCC1CCCO1 (configuration not stated)	14%	1%[46.1 µM]	8%	-2%	-2.1%	1%	21%[38.3 µM]
Nc1cccc(-c2cn3cccnc3n2)c1	.	7%	-1%	7%	-1.1%	-2%	-6%
Cc1nn(CCc2n[nH]c(=S)n2-c2ccc(F)c(Cl)c2)c(C)c1[N+](=O)[O-]	4%	-9%[46.1 µM]	-4%	1%	-1.1%	-5%	0%[38.3 µM]
Cc1cc(C)nc(N(C#N)C(C)C(=O)N(C)C)n1 (configuration not stated)	-11%	10%	6%	25%	1.0%	0%	-8%
COCCNCc1ccc(Cl)cc1Cl	-11%[46 µM]	4%	5%	?	-3.6%	4%	2%
O=C(Nc1cc(SCCO)cc([N+](=O)[O-])c1)c1ccc(Br)o1	?	9%	-7%	-9%	1.1%	1%	4%
OCc1ccccc1CNCc1ccccc1	-3%	-5%[46.1 µM]	7%	-11%	8.1%	16%	-3%[38.3 µM]
FC(F)(F)c1ccc(Oc2ccc3cc(Br)ccc3c2)nc1	-5%	2%	-1%	-33%	0.0%	-1%	-1%
Cc1ccc(S(C)(=O)=NS(=O)(=O)c2cccc3nsnc23)cc1 (configuration not stated)	.	-8%	0%	14%[9.22 µM]	-2.1%	.	.
CC1Cc2ccccc2N1C(=O)CSc1nccc(=O)[nH]1 (configuration not stated)	?	11%	4%	25%[9.22 µM]	2.4%	0%	2%
CCCCC(=O)Nc1cccc2c1C(=O)N(c1ccccc1)C2=O	0%	-13%[46.1 µM]	10%	-21%	-1.0%	5%	35%[38.3 µM]
COc1ccc(NS(=O)(=O)c2ccc(/C=C/C(=O)O)cc2)cc1S(=O)(=O)N1CCOCC1	.	-19%	5%	-3%[9.22 µM]	4.0%	.	.
CSc1cccc(NC(=O)CCCOc2ccccc2)c1	3%	-2%[46.1 µM]	1%	-14%	1.0%	2%	1%
O=S(=O)(CCN1CCCCC1)Oc1ccc(Cl)cc1Cl	.	30%	2%	0%[9.22 µM]	0.5%	.	.
CC(/C=N/NC(=O)Cc1cccs1)=C\c1ccco1	12%	-22%[46.1 µM]	-4%	22%	-1.2%	0%	6%[38.3 µM]
Cc1cccc(C(OC(=O)c2ccco2)C(=O)NCc2ccccc2)n1 (configuration not stated)	-10%	0%[46.1 µM]	9%	5%	2.0%	3%	-7%
COc1cc(OC)cc(C(=O)NCc2ccc3c(c2)cc(C)n3C)c1	.	-30%	?	19%	-2.1%	-1%	-7%
CC12CCC(C(=O)NCc3ccco3)(OC1=O)C2(C)C (configuration not stated)	-4%	12%[46.1 µM]	8%	-4%	-0.1%	22%	21%[38.3 µM]
Cc1cccc(N2CCN(C(=O)C3CCCN(S(=O)(=O)c4cnc[nH]4)C3)CC2C)c1 (configuration not stated)	?	6%[46.1 µM]	-15%	-10%	2.0%	1%	-2%
CCSc1nc(O)cc(=O)n1CC	4%[46 µM]	0%	12%	11%	0.9%	0%	2%
CC(=O)NCN1CCN(CNC(C)=O)CC1	7%	?	5%	-1%	0.2%	-3%	7%[38.3 µM]
CCN(Cc1ccccc1)C(=O)COC(=O)c1cc(=O)[nH]c2ccccc12	3%[9.22 µM]	17%	8%	-11%	5.7%	-1%	-1%
Cc1ccc(C)c(S(=O)(=O)N2CCN(c3ncccn3)CC2)c1	.	-3%	5%	2%[9.22 µM]	-1.9%[10.1 µM]	-3%	3%
N#Cc1cc(-c2ccc(Cl)cc2)cnc1Sc1ccc(F)cc1	2%	-9%[46.1 µM]	-2%	4%	-2.1%	-8%	25µM*
O=C(NCc1ccc2c(c1)OCO2)C1CCN(S(=O)(=O)c2cccc3nsnc23)CC1	-7%	-14%[46.1 µM]	6%	-14%	9.9%	0%	1%
COc1ccccc1N(C)S(=O)(=O)c1ccc(Cl)c(C(=O)N2CCC(C(N)=O)CC2)c1	.	0%	-4%	-5%	-6.8%	1%	5%
COc1ccccc1NC(C)C(=O)N/N=C/c1ccccc1OCc1cccc(Br)c1 (configuration not stated)	?	-26%	?	-10%	0.9%	2%	4%
CCCCNS(=O)(=O)c1ccc(NC(=O)C2c3ccccc3Oc3ccccc32)cc1	-5%	-10%	-2%	-16%	-1.0%	-1%	1%
Cc1cccc(N2CCN(CC(=O)Nc3nccs3)CC2)c1C	?	-6%[46.1 µM]	6%	0%	0.0%	-1%	38%[activator][38.3 µM]
Cc1ccc(NC(=O)Cn2c(O)c(N=NS(=O)(=O)c3ccc(C)cc3)c3ccccc32)cc1	1%	-5%	0%	12%	4.4%	3%	5%
CN(c1ccc(C(=O)Nc2ccc3c(c2)OCO3)cc1)S(C)(=O)=O	.	6%	6%	4%[9.22 µM]	-2.4%	.	.
Cc1ccc(S(=O)(=O)N2CCC(C(=O)NCCc3ccccn3)CC2)cc1	.	7%	-1%	24%	10%	0%	12%
